POLB inh – qHTS Assay for Inhibitors of DNA Polymerase Beta; actives 1.3% (n = 340,000); Pol beta primer extension/strand displacement, fluorescence kinetic; AID 485314, 2010; P06746; Potency, µM (top dose mostly 114 µM), inactives show at the top dose activity change, negative = inhibition, usual class: inhibitors; also: potency is read from the fitted curve at half-maximal effect; % is scaled to controls: 0 for no effect and ±100 for the full control effect
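Homogeneous kinetic assay of primer extension and strand displacement by 10 nM Pol beta, preincubated 15 min at room temperature with compound before 50 nM substrate (final) was added. Read at 0 and 10 min; four-parameter Hill fit.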
POLI inh – qHTS for Inhibitors of Polymerase Iota | DNA polymerase iota (Homo sapiens), Q9UNA4 | Pol iota fluorescent replication assay, 10 min | actives 1% (n = 390,000) | Potency, µM (titrated, usually from 115 µM), for inactives: top-dose activity, negative = inhibition, usual class: inhibitors; also: potency is read from the fitted curve at half-maximal effect
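Pol iota at 10 nM preincubated 15 min with compounds at room temperature; reaction started with fluorescent substrate, 50 nM final. Fluorescence read kinetically at 0 and 10 min; buffer-only wells as negative control.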
POLH inh – qHTS for Inhibitors of Polymerase Eta; actives 1.2% (n = 390,000); DNA polymerase eta (Homo sapiens), Q9Y253; recombinant Pol eta, fluorescent DNA replication assay; Potency, µM (doses to about 114 µM), for the others: top-dose activity change, negative = inhibition, usual class: inhibitors; also: potency is read from the fitted curve at half-maximal effect; % is scaled to controls: 0 for no effect and ±100 for the full control effect
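Pol eta at 10 nM preincubated with compounds 15 min at room temperature; reaction started with fluorescent substrate (50 nM final) and read kinetically at 0 and 10 min.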
APE1 inh – qHTS Assay for Inhibitors of the Human Apurinic/apyrimidinic Endonuclease 1 (APE1). AID 2517, 2012. Potency, µM (titrated, usually from 65.8 µM), without a hit: top-dose activity change, negative = inhibition, actives largely listed as inhibitors. actives 0.35% (n = 350,000). recombinant APE1, TAMRA/BHQ-2 abasic DNA cleavage fluorescence. DNA repair nuclease/redox regulator APEX1 (Homo sapiens), P27695;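 also: potency is read from the fitted curve at half-maximal effect; plate controls were vehicle for no effect and reference inhibitor for full effect; nearly all actives have a fitted effect of over 55% in size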
Target sequence (P27695 whole entry, looked up): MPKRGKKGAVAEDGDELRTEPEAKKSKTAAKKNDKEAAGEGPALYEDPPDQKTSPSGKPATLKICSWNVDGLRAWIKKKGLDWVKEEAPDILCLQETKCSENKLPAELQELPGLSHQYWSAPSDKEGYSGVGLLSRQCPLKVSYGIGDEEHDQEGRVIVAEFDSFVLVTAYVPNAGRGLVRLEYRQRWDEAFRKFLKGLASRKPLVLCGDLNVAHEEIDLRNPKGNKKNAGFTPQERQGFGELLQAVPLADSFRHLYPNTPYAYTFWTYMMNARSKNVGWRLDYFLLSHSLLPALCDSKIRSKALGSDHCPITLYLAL
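Measures dequenching upon AP-site incision of a 5'-TAMRA/3'-BHQ-2 THF-containing duplex, 50 nM; human APE1 0.75 nM after 15 min room-temperature exposure to compound; kinetic three-point read at one-minute spacing.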
LDHA block – qHTS assay for inhibitors of human lactate dehydrogenase. purified LDHA, NADH/diaphorase-resazurin fluorescence; stronger effect = lower value. L-lactate dehydrogenase A chain (Homo sapiens), P00338. activity change, % (values are at about 110 or 230 µM). actives 0.15% (n = 480,000). AID 1347041, 2019; in the data active = activity change below about -30%; inconclusive = mostly about -25% to -30%;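 also: plate controls were DMSO wells for no effect and wells without enzyme for full effect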
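Human LDH5 at 2 nM final in Tris HCl pH 7.4 with 0.06 mM NADH and 0.2 mM pyruvate, reacted 5 minutes at room temperature. Remaining NADH coupled via diaphorase/resazurin; resorufin fluorescence read at 0 and 20 minutes, normalized to enzyme-free and DMSO wells.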
GRP78 ERSR act – qHTS for Inducers of the Endoplasmic Reticulum Stress Response (ERSR) in Human Glioma: qHTS; actives 0.02% (n = 420,000); U87-MG GRP78 promoter luciferase reporter, 16 h; Potency, µM, without a hit: at the highest dose activation, usual class: activators; also: potency is read from the fitted curve at half-maximal effect; series mostly up to about 76 µM; % of control where 0% means no effect; nearly all actives have a fitted effect of over 35% in size
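ERSR induction read as luciferase luminescence (Bright-Glo, 10 min at room temperature) in stably transfected human U87-MG glioma cells exposed to compounds for 16 h, using GRP78 as sensor.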
BLM inh – qHTS Assay for Inhibitors of Bloom's syndrome helicase (BLM). RecQ-like DNA helicase BLM (Homo sapiens), P54132. recombinant BLM DNA unwinding, fluorescence dequenching. Potency, µM (titrated, usually from 56.1 µM), for the others: top-dose activity change, negative = inhibition, actives largely listed as inhibitors. actives 0.2% (n = 350,000). AID 2528, 2010;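 also: potency is read from the fitted curve at half-maximal effect; plate controls were vehicle for no effect and no enzyme for full effect; nearly all actives have a fitted effect of over 35% in size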
POLK inh – qHTS for Inhibitors of Polymerase Kappa; DNA polymerase kappa (Homo sapiens), Q9UBT6; purified Pol kappa, fluorescent DNA synthesis assay, 10 min; Potency, µM (top dose mostly 107 µM), for inactives: at the highest dose activity, negative = inhibition, hits mostly inhibitors; actives 0.53% (n = 400,000); also: potency is read from the fitted curve at half-maximal effect; % is scaled to controls: 0 for no effect and ±100 for the full control effect
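Readout: fluorescence, taken kinetically at 0 and 10 min. Conditions: 10 nM Pol kappa, 15 min RT compound preincubation, 50 nM substrate final. Controls: enzyme-free buffer wells.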
Anesthetic bind – qHTS Assay for Identification of Novel General Anesthetics; Ferritin light chain (Equus caballus), P02791; apoferritin/1-aminoanthracene competitive binding, fluorescence; Potency, µM (titrated, usually from 77.5 µM), for inactives: top-dose activity change, negative = displacement, most hits filed as inhibitors; actives 0.074% (n = 350,000); also: potency is read from the fitted curve at half-maximal effect; % is scaled to controls: 0 for no effect and ±100 for the full control effect; nearly all actives have a fitted effect of over 20% in size
Target sequence (P02791 2-175 limits assumed): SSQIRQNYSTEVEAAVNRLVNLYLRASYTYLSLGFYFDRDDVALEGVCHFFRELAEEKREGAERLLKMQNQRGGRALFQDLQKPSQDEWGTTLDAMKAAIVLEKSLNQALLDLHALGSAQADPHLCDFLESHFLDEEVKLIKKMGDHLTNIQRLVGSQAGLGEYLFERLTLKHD
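In PBS, apoferritin at 10 uM is loaded with 1-AMA from a 50% saturated solution. After 10 min of compound exposure at ambient temperature, reduced 535 nm fluorescence indicates probe displacement.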
* marks the source's active call; other numbers are inactive results; u = inconclusive; x = not tested or not shown; [ ] = remark or other dose. Unless noted, calls follow the shape of the dose curve; as a rule, active = well fitted curve in the direction sought with a large enough effect; inconclusive = small, poorly fitted or top-dose-only effect, or another doubt; inactive = no such curve, though single readings can be large; an effect the other way counts as inactive or inconclusive. These rows are one share of the data. The share of hits here may be higher or lower than overall.

# | Molecule | POLB inh | POLI inh | POLH inh | APE1 inh | LDHA block
1 | COc1cccc(CN(CC(=O)NC2CCCCC2)C(=O)c2csnn2)c1 | 31% | 39%[activator] | 7% | -4% | -10
2 | CCOc1ccc2c(c1)c1nnc(SCC(=O)NC3CC3)nc1n2C | -18% | 52%[activator] | -1% | 43%[12.4 µM] | -2
3 | CCOC(=O)N1CCC(NC(=O)Cn2cc3c(n2)CCCC3)CC1 | -3% | 17% | -24% | -3% | 0
4 | Nc1ccccc1C(=O)N(Cc1ccccc1)Cc1ccccc1 | 0% | 14% | -11% | 2% | -2
5 | Cc1coc2c(C)c3oc(=O)c(CCC(=O)NCCc4ccccc4F)c(C)c3cc12 | u | 9% | 7% | x | -2
6 | O=C(c1cc(-c2ccccc2Cl)on1)N1CCN(C(=O)c2ccco2)CC1 | 1% | -12% | 3% | 5% | -4
7 | COc1ccc(C(=O)n2cnc3ccccc32)cc1[N+](=O)[O-] | 7% | -9% | -4% | 28% | -1
8 | COC(=O)c1cc2oc3ccccc3c2n1CC(=O)Nc1ccc(OC)c(OC)c1OC | 4% | 28% | 4% | x | -4
9 | COc1ccccc1CNC(=O)CCCOc1cc(=O)n(C)c2ccccc12 | 27% | 23% | 4% | 15% | -6
10 | Cn1c(NCc2cc(Br)ccc2O)nc2ccccc21 | 3% | 4% | 4% | -8% | -5
11 | Nc1cc(Oc2ccc(F)cc2F)cc([N+](=O)[O-])c1 | -4% | 35%[activator] | -2% | u | -2
12 | CC(C)C(C)NC(=O)Cn1cnc2c(oc3ccccc32)c1=O (configuration not stated) | 13% | 43%[activator] | -16% | 22% | -2

# | GRP78 ERSR act | BLM inh | POLK inh | Anesthetic bind
1 | -2% | 1% | -15% | 1%
2 | -4% | -7% | 0% | 4%
3 | -4% | -1% | -12% | -5%
4 | -3% | -3% | -6% | 5%
5 | -2% | -4% | 6% | -18%
6 | 7% | -1% | -1% | -19%
7 | 1% | -4% | -9% | -13%
8 | 12% | -12% | 10% | 34%[activator]
9 | -4% | 1% | -12% | -9%
10 | -1% | -3% | -2% | u
11 | -5% | -4% | -3% | u
12 | 3% | -2% | 3% | -10%

Pulled one by one from the list above:
# | Molecule | POLB inh | POLI inh | POLH inh | APE1 inh | LDHA block
8 | COC(=O)c1cc2oc3ccccc3c2n1CC(=O)Nc1ccc(OC)c(OC)c1OC | 4% | 28% | 4% | x | -4
7 | COc1ccc(C(=O)n2cnc3ccccc32)cc1[N+](=O)[O-] | 7% | -9% | -4% | 28% | -1
2 | CCOc1ccc2c(c1)c1nnc(SCC(=O)NC3CC3)nc1n2C | -18% | 52%[activator] | -1% | 43%[12.4 µM] | -2

# | GRP78 ERSR act | BLM inh | POLK inh | Anesthetic bind
8 | 12% | -12% | 10% | 34%[activator]
7 | 1% | -4% | -9% | -13%
2 | -4% | -7% | 0% | 4%

Other records:
# | Molecule | POLB inh | POLI inh | POLH inh | APE1 inh | LDHA block
13 | Cc1ccsc1C(=O)OCC(=O)NCc1ccc2c(c1)OCO2 | 38% | 9% | -1% | 0% | 2
14 | O=C1[C@H](Cc2ccccc2)NCC=CC[C@H](c2ccco2)N1Cc1ccccc1 | x | -19% | -16% | x | -3
15 | CCC1CCCCN1C(=O)c1ccc(OC2CCN(C(=O)COC)CC2)cc1 (configuration not stated) | -1% | 112%[activator] | -11% | 19% | -7
16 | O=C(Nc1ccc(F)cc1)c1nc(SCc2ccccc2F)ncc1Cl | 18% | 11% | -15% | x | -3
17 | Cc1c(C(=O)NCC2CCCO2)oc2ccc(S(=O)(=O)N3CCCC3)cc12 (configuration not stated) | 0% | 4% | 8% | -3% | -5
18 | CCN(CC)C(=O)CSc1nc(N)c(C(=O)Nc2ccc(OC)cc2)s1 | 1% | 15% | -19% | -2% | -3
19 | Cc1cccc2nc(-c3cccc(NC(=O)Cc4ccccc4)c3)cn12 | 9% | -3% | u | -4% | -7
20 | CCNc1ncc2nc(-c3ccccc3)c(=O)n(CCc3ccccc3)c2n1 | x | x | x | 22% | x
21 | CCC(C)c1ccccc1N1CC(C(=O)N2CCN(C(=O)c3ccco3)CC2)CC1=O (configuration not stated) | x | -3% | -8% | 4% | -5
22 | CCOC(=O)c1cnc(-n2[nH]c(C)cc2=O)[nH]c1=O | 3.2µM* | 0.89µM* | u | -11% | 15
23 | COc1ccc(OC)c(CN2C(=O)c3ccccc3C2C(=O)NCC2CCCO2)c1 (configuration not stated) | 2% | 30%[activator] | -20% | -12% | -1
24 | C=CC[C@@H](CC(=O)N[C@H](CO)Cc1ccccc1)C(=O)N[C@@H](C)COC(=O)[C@@H](CC=C)CC(=O)OC(C)(C)C | x | 45%[activator] | -23% | -10% | 3

# | GRP78 ERSR act | BLM inh | POLK inh | Anesthetic bind
13 | 1% | -2% | -13% | u
14 | 8% | x | -7% | x
15 | 1% | -6% | -8% | -12%
16 | -2% | 1% | -12% | -11%
17 | -3% | -1% | 4% | -9%
18 | 1% | -2% | -4% | -6%
19 | 4% | 0% | -7% | 0%
20 | 1% | -3% | 3%[60.1 µM] | x
21 | 1% | x | -11% | x
22 | -3% | -6% | 8.9µM* | -3%
23 | -2% | -3% | 1% | -5%
24 | -5% | x | 4% | x

(cont.)
# | Molecule | POLB inh | POLI inh | POLH inh | APE1 inh | LDHA block
25 | Cc1cc(C)c(C)c(OCCCn2ccnc2)c1 | 1% | 3% | -21% | -1% | -12
26 | Cc1ccccc1C(=O)N1CCN(c2ccc(NC(=O)Cc3ccccc3)cc2)CC1 | -9% | -14% | -12% | 2% | 2
27 | CC(C)CCN1CCN(Cc2ccc(Sc3nncn3C)o2)CC1CCO (configuration not stated) | 2% | 13% | -1% | 3% | -1
28 | Cc1nn(C)cc1C(C)NC(=O)c1cc(COc2ccc(F)c(F)c2)on1 (configuration not stated) | -6% | -1% | -9% | 50% | 1
29 | COc1ccc(C2=CCN3CCCCC3C2)c(-c2ccc(OC)c(OC)c2)c1 (configuration not stated) | x | u | -14% | 11% | 2
30 | OCCC#Cc1ccc(CN2CCN(C3CCCCC3)C(CCO)C2)cc1 (configuration not stated) | 41% | -7% | -1% | 1% | -5
31 | CN(CC(=O)Nc1cccc(F)c1)C(=O)CCNC(=O)c1ccc(Br)cc1 | 0% | 16% | -9% | 9% | 0
32 | Cc1cccc(N(C(=O)CS(=O)CC(=O)Nc2ccc3c(c2)OCO3)C(C)C(=O)NC2CCCC2)c1C (configuration not stated) | -8% | 29% | -18% | 5% | 0
33 | COc1c(Cl)cnn(-c2cccc(C)c2)c1=O | 32% | 52%[activator] | -6% | 3% | 0
34 | COc1cccc(Nc2ncc3ncc(=O)n(CCc4ccccc4)c3n2)c1 | x | x | x | -9% | x
35 | COc1ccc(CNC(=O)CSc2nnc(C)c3c(C)n(-c4ccccc4)nc23)c(OC)c1 | 2% | -14% | -2% | x | -3
36 | Cc1csc(NC(=O)Cc2nn(C)c(=O)c3ccccc23)n1 | -1% | 21% | -21% | 6% | -7

# | GRP78 ERSR act | BLM inh | POLK inh | Anesthetic bind
25 | 0% | 0% | -2% | -19%
26 | -1% | -8% | -19% | -14%
27 | -4% | 0% | -9% | -3%
28 | -2% | -2% | -21% | -16%
29 | -2% | x | 7% | x
30 | -4% | -1% | -6% | -5%
31 | u | -4% | -1% | -5%
32 | 0% | -4% | 1% | -14%
33 | 2% | -1% | 23% | -4%
34 | -1% | -8% | 4%[60.1 µM] | x
35 | -3% | -3% | -20% | -3%
36 | 0% | 0% | -1% | -2%

(more compounds)
# | Molecule | POLB inh | POLI inh | POLH inh | APE1 inh | LDHA block
37 | O=C(COc1ccc(F)cc1)NCCCn1ccnc1 | 27% | 43%[activator] | -3% | -4% | -4
38 | O=C(NCc1ccccc1Cl)c1ccc(S(=O)(=O)Nc2cccc(C(F)(F)F)c2)cc1 | 2% | 12% | u | -10% | -5
39 | NS(=O)(=O)c1ccc(O)c(NC(=O)c2ccc([N+](=O)[O-])o2)c1 | 0% | u | u | 3% | -3
40 | Cc1ccc(-c2nc3c(c(SCC(=O)N4CCOCC4)n2)COC(C)(C)C3)cc1 | x | 19% | -16% | x | -8
41 | CCOC(=O)COn1c(=O)c[n+]([O-])c2ccccc21 | -14% | 4% | -4% | -8% | 1
42 | O=C1CCC(C(=O)N2CCCC2)CN1Cc1cccc(C(F)(F)F)c1 (configuration not stated) | 23% | 24% | -18% | -10% | -8
43 | Cc1ccc2oc3c(c(=O)c2c1)C(c1ccc(O)cc1)N(c1nc(C)c(C)s1)C3=O (configuration not stated) | 36% | -3% | -21% | x | 4

# | GRP78 ERSR act | BLM inh | POLK inh | Anesthetic bind
37 | -7% | 3% | 1% | 1%
38 | -1% | -13% | -18% | u
39 | 18% | -3% | -18% | -2%
40 | -3% | x | -2% | x
41 | -3% | -4% | -4% | -5%
42 | -3% | -3% | -14% | -5%
43 | -4% | -7% | -8% | -9%

2 compounds from above, reduced to BLM inh and POLH inh.
nr | smiles | BLM inh | POLH inh
36 | Cc1csc(NC(=O)Cc2nn(C)c(=O)c3ccccc23)n1 | 0% | -21%
37 | O=C(COc1ccc(F)cc1)NCCCn1ccnc1 | 3% | -3%

Compound activity (PubChem)
